Screening data from PubChem BioAssay.
tim10-1 inh = inhibits growth of tim10-1 mutant yeast; AID 463190; S. cerevisiae tim10-1 ts strain growth, BacTiter-Glo, 24 h; 2.2% of 330,000 active; inhibition, % at 20 µM;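 active = inhibition of at least 40%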;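 also: mutant grown at 25 °C; 0% = DMSO wells with yeast and 100% = wells holding no yeast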
hIAP inh = human IAP inhibition; P09923; purified IAP, CDP-Star luminescence, 30 min; inhibition, % at 10 µM; 0.12% of 330,000 active; AID 2544;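 active = inhibition reaching a set limit with compound at 10 µM in the primary screen, cut at about 35% in these data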;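 also: plate controls were DMSO wells with enzyme for no effect and no-enzyme buffer wells for full effect; values of inactives mirror those of a sister screen read the other way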
Target sequence (P09923 whole entry, looked up): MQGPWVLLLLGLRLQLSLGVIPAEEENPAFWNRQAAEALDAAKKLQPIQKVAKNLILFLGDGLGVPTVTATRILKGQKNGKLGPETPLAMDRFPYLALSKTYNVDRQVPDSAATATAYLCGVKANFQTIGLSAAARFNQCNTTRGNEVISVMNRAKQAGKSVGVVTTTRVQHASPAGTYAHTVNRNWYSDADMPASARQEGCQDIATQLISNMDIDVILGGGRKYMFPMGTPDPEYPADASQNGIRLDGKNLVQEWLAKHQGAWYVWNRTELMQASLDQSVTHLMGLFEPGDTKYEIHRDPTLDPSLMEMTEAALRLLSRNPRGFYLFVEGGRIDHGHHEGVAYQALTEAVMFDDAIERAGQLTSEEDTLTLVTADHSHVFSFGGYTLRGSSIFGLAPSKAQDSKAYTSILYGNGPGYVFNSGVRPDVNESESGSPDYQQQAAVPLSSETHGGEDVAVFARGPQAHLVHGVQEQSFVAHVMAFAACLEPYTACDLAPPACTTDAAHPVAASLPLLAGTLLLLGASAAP
NALP3 yeast inh = inhibitors of NALP3 inflammasome in yeast | Yeast reconstituted NLRP3/ASC/caspase-1, beta-gal luminescence, 24 h | inhibition, % at 10 µM | 0.39% of 330,000 active;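 active = inhibition of 50% or more; inactive = inhibition below 50%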;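 also: plate controls were induced DMSO wells for no effect and uninduced yeast grown without galactose for full effect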
mIAP block = blocks mouse intestinal alkaline phosphatase. purified mouse IAP, CDP-Star luminescence, 30 min. inhibition, % at 10 µM. 0.2% of 330,000 active. AID 2806;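 active = inhibition of at least 40% at 10 µM in the primary screen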;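 also: plate controls were DMSO with enzyme for no effect and no enzyme wells for full effect; values of inactives mirror those of a sister screen read the other way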
TIM10 inh = growth inhibitors of TIM10 yeast strain. S. cerevisiae TIM10 strain growth, BacTiter-Glo luminescence, 24 h. inhibition, % at 10 µM. 1.4% of 330,000 active. AID 463195;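 active = inhibition of 40% or more at the single tested concentration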;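 also: wild-type TIM10 isogenic control strain grown at permissive 25 °C; 0% = DMSO yeast wells and 100% = minimal medium wells without yeast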
mIAP act = mouse IAP activation; muIAP, CDP-Star luminescence, 30 min; hits give high values; 1 = vehicle-only enzyme signal, 0 = enzyme-free wells; activation factor at 10 µM; 0.24% of 330,000 active;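 active = activation factor of at least 2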; also: the source names both 10 and 20 µM as test concentration; values of inactives mirror those of a sister screen read the other way
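Assay system: mouse IAP enzyme; reagent: chemiluminescent substrate CDP-Star; dosing: test compounds delivered from DMSO solution; schedule: 30 min at room temperature; measured by: luminescence from enzymatic CDP-Star hydrolysis; controls: DMSO-only wells and no-enzyme negative control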
Apaf-1 inh = inhibitors of human Apaf-1 apoptosome; O14727; reconstituted apoptosome caspase-3 activity, DEVD-Rh110 fluorescence; inhibition, % at 20 µM; 0.71% of 330,000 active; active = inhibition of at least 40% at 20 µM;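 also: plate controls were DMSO wells for no effect and DEVD-CHO caspase inhibitor wells for full effect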
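Medium: Hepes buffer, pH 7.5 / System: biochemical Apaf-1 apoptosome reconstitution / Measured by: Rh110 fluorescence, excitation 480 nm, emission 540 nm / Times: compound with Apaf-1, dATP, procaspase-3 30 min, then 50 min reaction, room temperature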
ATG4B inhibitor = ATG4B (human) cysteine protease inhibition | 0.51% of 340,000 active | ATG4B cleavage of LC3-PLA2, NBD-HPC fluorescence, 1 h | Q9Y4P1 | inhibition, % at 8.33 µM; in the data active = inhibition above about 40%
Target sequence (Q9Y4P1 whole entry, looked up): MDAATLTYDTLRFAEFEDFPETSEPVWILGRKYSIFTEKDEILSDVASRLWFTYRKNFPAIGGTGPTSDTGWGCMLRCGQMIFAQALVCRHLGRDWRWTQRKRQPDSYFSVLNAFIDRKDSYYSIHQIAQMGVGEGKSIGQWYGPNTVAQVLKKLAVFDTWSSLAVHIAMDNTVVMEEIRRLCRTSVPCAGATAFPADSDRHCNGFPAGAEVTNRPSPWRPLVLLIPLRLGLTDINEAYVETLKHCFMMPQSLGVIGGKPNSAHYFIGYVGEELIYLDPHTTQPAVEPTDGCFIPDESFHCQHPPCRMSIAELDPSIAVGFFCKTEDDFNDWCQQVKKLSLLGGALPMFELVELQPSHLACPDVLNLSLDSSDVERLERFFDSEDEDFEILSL
hIAP act = human IAP activation. activation factor at 10 µM. purified human IAP, CDP-Star luminescence, 30 min; hits give high values; 1 = vehicle-only enzyme, 0 = enzyme-free background. P09923. 0.16% of 330,000 active. AID 2524;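 active = activation factor of the enzyme at least 2-fold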; also: the source names both 10 and 20 µM as test concentration; values of inactives mirror those of a sister screen read the other way
* hit, by the source's call.

#	SMILES	tim10-1 inh	hIAP inh	NALP3 yeast inh	mIAP block	TIM10 inh
1	CC(C)[C@H](NC(=O)N1CCn2c1nc1ccccc12)C(=O)N[C@@H](C(=O)O)c1ccccc1	-2	6	5	4	-7
2	COC(=O)C1=C(C)N(C(C)C)C(=O)C1(NC(C)=O)C(F)(F)F (stereo not given)	14	-3	-5	3	0
3	NC1=NC(=O)/C(=C/c2c(OS(=O)(=O)c3ccc(Cl)cc3)ccc3ccccc23)S1	-15	-20	6	7	4
4	CC(=O)c1ccc(N2CCN(C(=O)C3CCN(C(=O)Nc4ccccc4)CC3)CC2)cc1	-20	12	10	11	-8
5	Cn1cc(SCC(=O)NC2CCCC2)c2ccccc21	-7	-16	3	1	3
6	O=C(NC(=S)Nc1ccc2c(c1)OCCO2)c1ccccc1	23	-14	47	-6	33
7	COc1cc(NC(=O)c2ccc(Cl)cc2)c(Cl)cc1NC(=O)c1cccnc1	-28	-10	-1	10	-49
8	CC(C)CSC1=NSC2=NC(=O)/C(=C\c3cccs3)C(=N)N12	-2	9	24	12	-6
9	CCOc1ccc(NC(=O)CN(C)C(=O)c2csc3c2CCCC3)cc1OCC	10	12	24	-14	12
10	Cc1nc2ccccc2n1CCOc1ccccc1	11	-21	28	-1	5

#	mIAP act	Apaf-1 inh	ATG4B inhibitor	hIAP act
1	0.96	-2	-8	0.94
2	0.97	-12	-3	1
3	0.93	6	-5	1.2
4	0.89	-13	1	0.89
5	0.99	-8	5	1.2
6	1.1	13	16	1.1
7	0.9	5	-11	1.1
8	0.89	-39	-1	0.91
9	1.1	1	-10	0.88
10	1	-6	-7	1.2

Following part.
#	SMILES	tim10-1 inh	hIAP inh	NALP3 yeast inh	mIAP block	TIM10 inh
11	CCC1Oc2ccccc2N(CC(=O)NC2CCCC2)C1=O (stereo not given)	11	-2	10	-18	-4
12	CCOC(=O)C1=C(COC(=O)Cc2ccc(Br)cc2)NC(=O)NC1C (stereo not given)	2	-16	4	6	-1
13	CC(NC(=O)C1CCCN1S(=O)(=O)c1ccc2c(c1)n(C)c(=O)c(=O)n2C)c1ccccc1 (stereo not given)	0	-6	1	0	-1
14	Cc1cccc(-c2cc3nc4c(c(NCc5ccco5)n3n2)CCCC4)c1	53*	7	36	3	27
15	COc1ccc(CCc2nnc(CCC(=O)NCCc3ncccc3C)o2)cc1	10	12	9	3	11
16	Cc1ccc(C(=O)N2CCC3(CC2)Oc2ccc(Cl)cc2C(=O)C32CC(c3ccc(Cl)cc3)=NO2)s1 (stereo not given)	8	5	16	0	3
17	COc1ccc(F)cc1C(=O)C1CCCN(C(=O)Cc2c(C)noc2C)C1 (stereo not given)	15	-10	-7	9	7
18	C[C@@H]1CC=C[C@H]2[C@H]1C(=O)N(Cc1ccccc1)[C@H]2c1ccc2ccccc2c1Br	69*	3	7	3	65*
19	COc1cc(NC(=O)CN(C)S(=O)(=O)c2ccc3c(c2)CCC(=O)N3)cc(OC)c1	-15	8	15	0	4
20	Cc1cc(=S)c2cccc(C)c2[nH]1	5	-6	19	8	-4

#	mIAP act	Apaf-1 inh	ATG4B inhibitor	hIAP act
11	1.2	-5	-1	1
12	0.94	-3	-6	1.2
13	1	-6	5	1.1
14	0.97	18	0	0.93
15	0.97	-17	6	0.88
16	1	23	1	0.95
17	0.91	-12	-12	1.1
18	0.97	26	-2	0.97
19	1	9	-14	0.92
20	0.92	1	2	1.1

Continuation.
#	SMILES	tim10-1 inh	hIAP inh	NALP3 yeast inh	mIAP block	TIM10 inh
21	COc1c(Cl)cc(Br)c(OC)c1C(=O)NC(=O)Nc1nc(C)cc(C)n1	17	-1	3	8	17
22	O=C(Nc1nnc(CC(=O)N2CCOCC2)s1)C1COc2ccccc2O1 (stereo not given)	17	-4	14	5	-19
23	Cc1occc1C(=O)NCCCc1ccccc1	8	-3	18	-4	7
24	CCCC(CCC(=O)Nc1cc([N+](=O)[O-])ccc1O)C(=O)O (stereo not given)	26	13	21	-6	9
25	O=C1CCC(=O)N1c1cccc(-c2nc3ccccc3o2)c1	17	8	-2	7	-3
26	O=C(CSc1nc(O)c(Cc2ccccc2)c(=O)[nH]1)c1ccccc1	20	-5	5	13	-10
27	O=C(/C=C/c1ccccc1)Nc1ccc(S(=O)(=O)N2CCOCC2)cc1	40	-6	21	7	46*
28	Cc1cc(-c2nn(C)c(=O)c3ccccc23)ccc1CNC(=O)NC1CCCCC1	15	-31	8	-18	5
29	CC(=O)CCN1C(=O)NC2(CCCc3ccccc32)C1=O (stereo not given)	-11	-30	4	4	2
30	c1ccc(CSc2nnc3c(n2)OC(c2ccco2)Nc2ccccc2-3)cc1 (stereo not given)	13	12	6	8	5

#	mIAP act	Apaf-1 inh	ATG4B inhibitor	hIAP act
21	0.92	-5	-1	1
22	0.95	1	-13	1
23	1	0	-9	1
24	1.1	9	-5	0.87
25	0.93	-9	-4	0.92
26	0.87	-18	2	1
27	0.93	8	0	1.1
28	1.2	13	2	1.3
29	0.96	1	2	1.3
30	0.93	10	42*	0.88

Further compounds.
#	SMILES	tim10-1 inh	hIAP inh	NALP3 yeast inh	mIAP block	TIM10 inh
31	CCSc1nnc(NC(=O)CSc2nnc(CNC(=O)c3cc(OC)c(OC)c(OC)c3)o2)s1	10	7	2	16	-2
32	Cc1ccccc1C(=O)c1c[nH]c(C(=O)NCc2cccs2)c1	-16	-1	9	9	-26
33	O=C(/C=C/c1ccco1)NCC1OCCc2ccccc21 (stereo not given)	6	-22	24	2	18
34	C[C@H]1COC(=O)[C@H](CC(=O)OC(C)(C)C)C/C=C\C[C@@H](CC(=O)N(CCO)Cc2ccccc2)C(=O)N1	6	4	10	9	6
35	Cc1[nH]c2ccccc2c1C(=O)COC(=O)c1ccc2c(=O)n3c(nc2c1)CCC3	8	4	26	-8	19
36	CCc1ccc(-c2cc(C(=O)Nn3cnnc3)c3ccccc3n2)cc1	54*	-41	6	10	22
37	CCCOc1cc(N(CC)CC)ccc1/C=C(/C#N)c1nc2ccc(C)cc2[nH]1	11	37*	44	32	0
38	O=C(c1cnn(C(=O)c2ccco2)c1)c1ccccc1O	-36	-11	1	-2	7
39	CCN(CC)C(=S)SCC(=O)c1ccc(F)cc1	14	-2	18	7	5
40	Cc1cc(C(=O)N2CCc3ccccc3C2)no1	-5	8	16	12	-10

#	mIAP act	Apaf-1 inh	ATG4B inhibitor	hIAP act
31	0.84	7	22	0.93
32	0.91	-3	0	1
33	0.98	19	18	1.2
34	0.91	-8	-6	0.96
35	1.1	-10	-5	0.96
36	0.9	1	13	1.4
37	0.68	10	-4	0.63
38	1	-7	21	1.1
39	0.93	12	-2	1
40	0.88	12	-1	0.92

The results go on.
#	SMILES	tim10-1 inh	hIAP inh	NALP3 yeast inh	mIAP block	TIM10 inh
41	CC(NC(=O)C1CCCN(S(=O)(=O)c2cccc3nonc23)C1)c1ccccc1 (stereo not given)	-4	9	9	-1	-6
42	CC1CC1C(=O)OCC(=O)NCc1ccc(Cl)cc1 (stereo not given)	16	-3	4	-1	-18
43	COc1ccc(NC(=O)C2C(c3ccccc3)C2(Cl)Cl)cc1 (stereo not given)	2	17	19	-54	18
44	COc1ccc(CCNC(=S)N2CCC(C(=O)c3ccc(F)cc3)CC2)cc1OC	22	9	22	8	10
45	N=c1n(CCO)c2ccccc2n1CCN1CCCCC1	14	-1	7	-12	1
46	Nc1ccc(C(=O)OCc2csc(-c3ccccc3)n2)cc1[N+](=O)[O-]	7	6	14	15	-9
47	C=CCN(CC=C)S(=O)(=O)c1ccc(C(=O)Nc2sc3c(c2C(N)=O)CCCCC3)cc1	13	17	21	10	0
48	COc1ccc2c(c1)[nH]c1c(=O)n(N)cnc12	4	-1	1	-4	16
49	O=C(Cc1ccc([N+](=O)[O-])cc1)NC(C(=O)O)C(O)c1cccc([N+](=O)[O-])c1 (stereo not given)	-2	4	21	1	-8
50	CN(Cc1ccc2c(c1)OCCO2)C(=O)CSc1ncnc2sccc12	12	13	19	-3	22

#	mIAP act	Apaf-1 inh	ATG4B inhibitor	hIAP act
41	1	-3	-1	0.91
42	1	9	-14	1
43	1.5	-12	14	0.83
44	0.92	-7	-10	0.91
45	1.1	0	-8	1
46	0.85	-17	-8	0.94
47	0.9	-6	-8	0.83
48	1	4	7	1
49	0.99	-11	-2	0.96
50	1	0	-3	0.87

Following part.
#	SMILES	tim10-1 inh	hIAP inh	NALP3 yeast inh	mIAP block	TIM10 inh
51	C/C(=N\Nc1nc(C(C)(C)C)cs1)c1ccc(O)cc1	19	0	13	2	21
52	Cc1ccc(C)c(OCCCN2CCNCC2)c1	-1	-16	28	-2	-10
53	O=C(OCCN1C(=O)c2ccccc2C1=O)c1ccccc1	9	15	22	6	1
54	Cc1ccc(NC(=O)CN2C(=O)c3ccccc3S2(=O)=O)c(C)c1	-19	-1	12	3	-2
55	CCCn1c(-c2ccc(OC)cc2)nc2c(=O)n(C)c(=O)[nH]c21	-1	-7	9	1	-18
56	COC(=O)C1=C(C(=O)OC)[C@@H]2N(Cc3ccccc3)c3ccccc3[C@@]23C[C@@H](C(=O)OC)N(C(=O)c2cccs2)C3=N1	42*	3	15	7	18
57	CC(=O)Nc1ccc(NC(=S)NC(=O)c2cc3ccccc3o2)cc1	16	7	21	14	9
58	CCC(C)N=C1SCC(C)(/C=N/O)S1 (stereo not given)	15	11	24	-6	-4
59	COc1ccc(CCNC(=O)c2cccc(S(=O)(=O)N3CCOCC3)c2)cc1OC	-18	12	14	-7	0
60	CCOC(=O)CCC(=O)Nc1ccccc1C(N)=O	7	0	-3	-2	2

#	mIAP act	Apaf-1 inh	ATG4B inhibitor	hIAP act
51	0.98	1	-4	1
52	1	-10	-1	1.2
53	0.94	1	7	0.85
54	0.97	1	1	1
55	0.99	-7	9	1.1
56	0.93	11	22	0.97
57	0.86	-6	-11	0.93
58	1.1	4	-3	0.89
59	1.1	-2	-1	0.88
60	1	11	4	1
